Source: PubChem BioAssay (Broad Institute)
LGR2 antag: blocks bursicon-induced cAMP signaling via Drosophila LGR2 | HEK293 LGR2, CRE-luciferase, bursicon-stimulated, 4 h | inhibition, % at 9.99 µM | hit rate 0.35% among 380,000 | AID 720647;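 active = drop in luminescence signal, shown as inhibition above about 50% in the replicate tests, limit read from the data, passing the limit was not always enough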;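 also: agonist challenge used bursicon conditioned medium at about half maximal strength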
ERAP1 HTS inh: inhibitors of human ERAP1 aminopeptidase. recombinant ERAP1, Leu-AMC fluorescence, 60 min. inhibition, % at 10.7 µM. Q9NZ08. AID 652197. hit rate 0.15% among 340,000;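 active = mean replicate inhibition of at least 30%, or all replicates individually reaching that 30% level; inactive = mean below 30% and not every replicate reaching it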;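 also: 0% = neutral control wells and 100% = L-leucinethiol positive control wells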
S100A4 inh HTS: S100A4-myosin IIA interaction inhibition; P26447; S100A4/TAMRA-MyoIIA peptide fluorescence polarization; inhibition, % at 10.7 µM; hit rate 0.14% among 360,000;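 active = mean inhibition of at least 70% across replicates, with every replicate also reaching that level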
Target sequence (P26447 whole entry, looked up): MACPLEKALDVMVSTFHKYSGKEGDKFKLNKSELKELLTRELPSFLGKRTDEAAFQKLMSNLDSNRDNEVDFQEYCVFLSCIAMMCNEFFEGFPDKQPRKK
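Assay system: human S100A4 monomer with TAMRA-labelled myosin IIA peptide / Buffer or medium: Calcium-containing HEPES buffer, pH 7.2 / Reagent: TAMRA-labelled myosin IIA heavy-chain peptide probe, 5 nM / Compound: one dose per compound / Timing: polarization read 5 min after assay mix addition, stable 5–60 min / Benchmarks: neutral control DMSO, positive control TFP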
Xi reactivation: activators of X-chromosome reactivation in mouse fibroblasts. XiGFP mouse fibroblasts, % GFP-positive cells imaging, 3 d; cells co-treated with 5-aza-dC sensitizer; scaled so ellipticine positive control = 100%. activation, % at 7.58 µM. hit rate 0.055% among 360,000;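 active = mean normalized replicate activation at least 10% and every replicate at or above 10%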;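 also: 0% = median of on-plate neutral control wells and 100% = ellipticine 6 µM median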
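System: 68-5-11 XiGFP fibroblast line; Timing: 3 days compound exposure; Compound dosing: one concentration, pinned; Benchmarks: positive control ellipticine, 6 µM final; Buffer or medium: DMEM containing 5-aza-dC.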
Cneo AK release: causes C. neoformans cell lysis; adenylate kinase release luminescence, 4 h; normalised: neutral wells 0, clomiphene wells 100; lysis activity, % at 15 µM; hit rate 0.2% among 360,000; AID 651654;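 active = mean lysis activity across replicates of at least 80%, whatever share of replicates individually reach that level; inactive = mean lysis activity below 80%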
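Material: C. neoformans cells; Schedule: 4 h static compound exposure, 37 °C, read 1 h post-reagent; Measured by: adenylate kinase release luminescence; Read-out: signal increase indicating cell lysis; Controls: Clomiphene as positive lysis control.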
SIRT5 block: inhibitors of human sirtuin-5 desuccinylase; Q9NXA8; Purified SirT5, succinyl-peptide AMC, trypsin-coupled fluorescence; inhibition, % at 15 µM; hit rate 1.1% among 330,000; in the data active = inhibition above about 15%
Target sequence (Q9NXA8 whole entry, looked up): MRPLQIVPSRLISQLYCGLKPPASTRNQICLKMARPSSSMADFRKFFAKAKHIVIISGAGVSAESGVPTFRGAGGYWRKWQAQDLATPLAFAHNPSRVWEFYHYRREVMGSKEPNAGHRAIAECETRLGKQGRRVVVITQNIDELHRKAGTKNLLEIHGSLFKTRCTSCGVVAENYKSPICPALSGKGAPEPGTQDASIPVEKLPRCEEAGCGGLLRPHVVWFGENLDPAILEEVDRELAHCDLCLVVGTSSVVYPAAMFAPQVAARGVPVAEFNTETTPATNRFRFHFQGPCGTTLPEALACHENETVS
PGC1a acetyl inh: PGC1a acetylation modulation, inhibitor mode. inhibition, % at 15.6 µM. hit rate 0.17% among 350,000. U2OS PGC1a acetylation, AlphaScreen anti-acetyl-lysine; with virally co-expressed GCN5 acetyltransferase;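 active = every replicate shows inhibition of at least 40%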;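 also: 0% = neutral control wells and 100% = positive control wells; some results beyond the cut were filed as inactive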
Statin myotox sup: suppressors of simvastatin-induced myotoxicity in C2C12 myotubes. rescue of ATP level, % at 7.49 µM. ATP luminescence, 48 h; scaled: DMSO 0, geranylgeraniol control 100. hit rate 0.78% among 330,000;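 active = mean ATP rescue above about 67%, or every replicate alone reaching that limit, limit read from the data, passing the limit was not always enough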;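 also: myotubes were challenged with 10 µM simvastatin during compound exposure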
* = called active by the depositor; . = not tested or not shown; & = joins results of further samples. A portion of the library, so the mix of outcomes need not match the whole.

Value order – LGR2 antag, ERAP1 HTS inh, S100A4 inh HTS, Xi reactivation, Cneo AK release, SIRT5 block, PGC1a acetyl inh, Statin myotox sup
C#CCOCCOCCOCCNc1nc(N2CCN(C(=O)[C@H]([C@@H](C)CC)n3cc([C@@H](N)Cc4ccc(O)cc4)nn3)CC2)nc(N2CCN(C(=O)[C@H]([C@@H](C)CC)n3cc([C@@H](N)Cc4ccc(O)cc4)nn3)CC2)n1
    ., -1, 12, -0.1, 0, ., -9, -3
Nc1nc(Br)c2c(F)cccc2c1-c1ccc(F)cc1
    -3, -4, 0, ., 2, -4, 16, -31
O=S(=O)(c1ccc(Br)cc1)N1CCC(c2nc3ccccc3[nH]2)CC1
    -5, 1, -2, 0.3, 4, -4, ., -8
COC(=O)c1ccccc1NC(=O)c1ccc(-c2ccc(Br)cc2)o1
    -19, ., ., ., 22, ., 4, -39
CCCCNS(=O)(=O)c1ccc(NC(=O)Cc2ccc(OC)cc2)cc1
    6, -1, -5, 0.0, ., 13, 3, .
Cc1noc(C)c1NC(=O)Nc1ccc2c(c1)CC(=O)N([C@H](C)CO)C[C@H](C)[C@H](CN(C)C(=O)NC(C)C)O2
    18, ., ., -0.7, 1, ., 2, -23
COC(=O)c1sc(S(=O)(=O)N2CCN(c3ccccc3F)CC2)c(C(=O)OC)c1C
    -6, 2, -11, 0.1, ., -2, 3, 0
CCCCN1CC(C(=O)NCc2ccc(C)cc2)CC1=O (configuration not stated)
    -4, ., ., ., 0, ., 2, 14
C/C=C/c1ccc2c(c1)O[C@@H](CN(C)C(=O)c1ccc(F)cc1)[C@H](C)CN([C@H](C)CO)S2(=O)=O
    4, 2, -1, -0.8, -15, 0, -5, -8
COc1ccc(NC(=O)COC(=O)c2ccccc2SCC(=O)N2CCCC2)cc1
    -1, -1, -1, -0.1, ., 5, ., .
CCOC(=O)c1sc(NC(=O)CCN2CCN(C)CC2)c(C(=O)OCC)c1C
    -15, -1, 4, 0.1, -2, -9, -15, 4
Cc1ccc(S(=O)(=O)N2CCOCC2)cc1NC(=O)CNC1CCCC1
    9, -1, -2, -0.1, ., -1, 5, .
CN(C)S(=O)(=O)c1ccc(Cl)c(C(=O)NCc2ccco2)c1
    9, 3, -2, ., ., 3, -4, .
Cc1noc(C)c1NC(=O)Nc1cccc2c1O[C@@H](CN(C)C(=O)Nc1ccccc1)[C@H](C)CN([C@@H](C)CO)C2=O
    2, 4, -42, -1.3, -3, 1, -11, -1
O=C(CN1CCOCC1)N[C@H]1CC[C@H](CCn2cc(C3CCCCC3)nn2)O[C@@H]1CO
    8, ., ., -1.0, ., ., 4, 7
Fc1cccc(CN2C[C@@H]3N[C@H](C2)C3c2ccc(-c3cncnc3)cc2)c1 (some centres not stated)
    -14&-17, 0&-1, 14&3, 0.0&0.1, ., -3&-2, 2&-23, .
CCOP(=O)(OCC)/C(=N/OC(=O)c1ccc(Cl)cc1Cl)C(N)=O
    -14, ., -1, -0.1, ., -5, ., .
Nc1c(C(=O)N2CCOCC2)oc2ccccc12
    12, -2, -2, 0.0, 0, 7, ., 3
COc1ccc(NC(=O)Cn2nnc(C(=O)NCc3cccs3)c2N)c(OC)c1
    0, 2, -1, 0.0, 6, -4, 0, -6
Cc1ccc(S(=O)(=O)N2CCN(C(=O)CC(C)C)CC2)cc1
    6, -1, 0, 0.3, ., 4, 1, .
COc1ccc(C(=O)Nc2ccc(S(=O)(=O)N3CCCC3)cc2)cc1[N+](=O)[O-]
    4, -2, 0, 0.2, 0, -1, -3, 10
CCOC(=O)[C@@H]1[C@H]2COc3ccccc3[C@@H]2N2C(=O)N(c3cccc(Cl)c3)C(=O)[C@@]12C
    -1, 1, -10, 0.0, -3, 1, ., 8
O=S(=O)(Nc1nc2ccccc2nc1N1CCN(c2ccccc2)CC1)c1ccc(F)cc1
    -32, 1, -11, 0.2, ., 3, ., .
O=C(COc1ccccc1)OCC(=O)c1ccc(S(=O)(=O)N2CCCCC2)cc1
    -12, 3, 8, 0.0, -1, -1, 8, 11
C=CCN1C(=O)c2ccccc2C1(O)Cc1ccccc1 (configuration not stated)
    1, 1, 6, 0.1, -1, -3, -1, -4
O=C(Nc1cccc(Br)c1)c1ccc2snnc2c1
    -19, 0, 0, 0.0, -2, -3, ., -38
O=C(COc1cccnc1[N+](=O)[O-])N1CCc2ccccc2C1
    -18, 2, 18, 0.0, ., 1, ., .
COCC(=O)Nc1ccc2c(c1)C(=O)N(C)C[C@@H](OC)[C@H](C)CN(Cc1ccccc1C(=O)O)[C@H](C)CO2
    -1, 1, -17, 0.0, 0, -6, -1, 3
CCOP(=O)(OCC)C(C)(C)NC(=O)Nc1ccc(Cl)c(Cl)c1
    2, 12, 1, 0.5, 4, 0, -6, -9
Cc1cccc(C)c1NC(=S)N/N=C/c1ccc(C(=O)O)cc1
    13, 1, -4, 0.1, -1, 4, -22, -18

No new results follow: entries from further up.
Value order – LGR2 antag, ERAP1 HTS inh, S100A4 inh HTS, Xi reactivation, Cneo AK release, SIRT5 block, PGC1a acetyl inh, Statin myotox sup
CCOP(=O)(OCC)C(C)(C)NC(=O)Nc1ccc(Cl)c(Cl)c1
    2, 12, 1, 0.5, 4, 0, -6, -9
Cc1cccc(C)c1NC(=S)N/N=C/c1ccc(C(=O)O)cc1
    13, 1, -4, 0.1, -1, 4, -22, -18

Other results
mol,LGR2 antag,ERAP1 HTS inh,S100A4 inh HTS,Xi reactivation,Cneo AK release,SIRT5 block,PGC1a acetyl inh,Statin myotox sup
CC(=O)c1cccc(-c2cnc3c(NC=O)cc(-c4ccc(F)cc4)cn23)c1,-3,2,-1,0.0,1,-6,3,-11
CCC(=O)c1c(NCCc2ccccc2)cc(C)oc1=O,8,-3,-3,0.1,.,-1,.,.
Cc1ccnc(NC(=O)c2cc3cc(F)ccc3s2)c1,-17,-2,-2,0.0,-4,1,.,-16
O=C(NCC(=O)N(Cc1ccccc1)C(C(=O)NCC1CCCO1)c1ccccc1)c1cccs1 (configuration not stated),17,.,.,.,-2,.,-3,12
CC1(C(=O)Nc2ccc3c(c2)OCCO3)CCN1Cc1ccccc1OC(F)F (configuration not stated),-1,0,-7,0.0,0,.,-1,12
Cc1ccc(CNC(=O)c2ccc(N3CCC4(CC3)CC(c3cccc(Br)c3)=NO4)c(NC(=O)c3ccccc3)c2)cc1,1,0,-5,0.0,1,.,.,7
COc1cc2oc(=O)cc(CN3CCN(c4ccccc4F)CC3)c2cc1Cl,0,-3,-7,0.7,-1,-4,-1,-13
Cc1oc(S(=O)(=O)N2CCOCC2)cc1C(=O)Nc1ccc(F)cc1,15,6,8,0.4,.,0,.,-5
CC(C)CC(=O)C(=O)O,0&2,-3&-4,-2&0,-0.1&-0.1,-3&0,-3&-1,2&21,0&12
O=C(CN1C(=O)C2CCCCC2C1=O)Nc1cc(C(F)(F)F)ccc1N1CCCC1 (configuration not stated),-3,-2,-2,-0.1,0,-2,-9,-3
COCC(=O)N1CC2(C1)CN(Cc1ccccc1F)[C@H](CO)c1[nH]c3cc(OC)ccc3c12,-11,5,-5,0.0,.,0,16,.
CCCn1c(-c2ccc[nH]c2=O)nc2cc(C)c(C)cc21,.,-6,1,0.1,.,-13,14,.
COc1ccc(C(CNC(=O)c2cccc(S(=O)(=O)Nc3ccc(F)cc3)c2)N2CCOCC2)cc1 (configuration not stated),7,-1,-4,-0.4,0,-4,.,2
CC(O)CN(Cc1ccc(Cl)cc1)CC(C)O (configuration not stated),18,.,.,.,0,.,-10,8
Cc1cccc(NC(=O)CN2C(=O)N/C(=C/c3cc(C)n(-c4cccnc4)c3C)C2=O)c1,37,-1,2,-0.2,.,-2,-1,.
O=C(Nc1cccc(F)c1)N1CC(=O)N2[C@H](CO)[C@H](c3ccc(Br)cc3)[C@@H]2C1,-8,-1,5,0.0,.,6,5,.
CSCCC(NC(=O)c1cccc(S(=O)(=O)N2CCOCC2)c1)c1nc2ccccc2[nH]1 (configuration not stated),-10,-3,-4,0.0,-1,0,-6,0
CCn1nc(C(=O)N2CCc3ccccc32)c2ccccc2c1=O,-14,2,-5,0.0,-1,-1,12,4
COC(=O)c1cc(NC(=O)CC2C(=O)NCCN2C(=O)c2ccc(F)cc2)cc(C(=O)OC)c1 (configuration not stated),-2,-4,2,.,0,.,4,7
C[C@H]1CN([C@@H](C)CO)C(=O)Cc2cc(N(C)C)ccc2O[C@@H]1CN(C)S(=O)(=O)c1ccccc1,-8,2,-4,-1.1,-4,-2,0,22

(further entries)
mol,LGR2 antag,ERAP1 HTS inh,S100A4 inh HTS,Xi reactivation,Cneo AK release,SIRT5 block,PGC1a acetyl inh,Statin myotox sup
Cc1cccc(NC(=O)CCN2CCN(C)CC2)c1,8,1,4,0.0,11,-3,-15,1
COc1ccccc1CN1C(=O)[C@@H]2Cc3c([nH]c4ccccc34)C(C)(C)N2C1=O,19,2,12,0.1,0,1,.,-2
Cc1noc(C)c1S(=O)(=O)N(C)C[C@@H]1OCCCC[C@@H](C)Oc2ccc(NS(C)(=O)=O)cc2C(=O)N([C@@H](C)CO)C[C@H]1C,.,0,2,.,4,-3,7,.
COc1ccc(NC(=O)Nc2ccc3c(c2)C(=O)N([C@@H](C)CO)C[C@H](C)[C@H](CN(C)CC2CCCCC2)OCCCC[C@H](C)O3)cc1,5,0,2,0.0,3,-3,-8,-279
Nc1nonc1-n1nnc(C(=O)N/N=C/c2cc(Br)cs2)c1-c1ccccc1,1,-6,0,0.4,2,-2,-3,20
C[C@@H]1CN([C@@H](C)CO)C(=O)c2cc(NS(=O)(=O)c3ccc(F)cc3)ccc2O[C@@H](C)CCCCO[C@H]1CN(C)C(=O)Cc1ccccc1,-20,.,.,0.2,-22,.,-3,.
CCCCCCCCCCCCS(=O)(=O)CCC(=O)O,7,-2,4,-0.2,1,-7,-13,.
O=C(NCC1CC1)[C@H]1[C@H](CO)[C@H]2Cn3c(ccc(C4=CCCC4)c3=O)[C@@H]1N2CCC(F)(F)F,-20,6,-2,0.1,-2,-17,.,-13

Reprinted at random: 4 compounds from above
mol,LGR2 antag,ERAP1 HTS inh,S100A4 inh HTS,Xi reactivation,Cneo AK release,SIRT5 block,PGC1a acetyl inh,Statin myotox sup
Nc1nonc1-n1nnc(C(=O)N/N=C/c2cc(Br)cs2)c1-c1ccccc1,1,-6,0,0.4,2,-2,-3,20
Cc1noc(C)c1S(=O)(=O)N(C)C[C@@H]1OCCCC[C@@H](C)Oc2ccc(NS(C)(=O)=O)cc2C(=O)N([C@@H](C)CO)C[C@H]1C,.,0,2,.,4,-3,7,.
O=C(NCC1CC1)[C@H]1[C@H](CO)[C@H]2Cn3c(ccc(C4=CCCC4)c3=O)[C@@H]1N2CCC(F)(F)F,-20,6,-2,0.1,-2,-17,.,-13
COc1ccccc1CN1C(=O)[C@@H]2Cc3c([nH]c4ccccc34)C(C)(C)N2C1=O,19,2,12,0.1,0,1,.,-2
